# Screening data as filed in PubChem BioAssay.
# Hep lipid drop: inhibitors of hepatocyte lipid droplet formation, primary screen, imaging, high-throughput imaging, BODIPY stain; AML12 mouse hepatocytes, oleate lipid droplets; inhibition, % at 6.5 µM; hit rate 0.4% among 240,000;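 active means lipid droplet intensity inhibited by at least 50%, with more than 500 cells counted; inconclusive means wells with under 300 cells, treated as cytotoxic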
#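 Material – AML12 mouse liver cells · Also added – oleate loading, 100 µM · Compound dosing – 6.5 µM single-point dosing · Times – overnight treatment with compound plus oleate · Measured by – fluorescence imaging, 20x objective, two fields per well · Read-out – percent inhibition of filter-corrected integrated lipid droplet intensity per well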
# Autophagy mod: autophagy modulators in MEF cells, primary screen, imaging, high-content, MEF GFP-LC3. calls only at 10 µM (by protocol). MEF GFP-LC3 puncta imaging; test concentration mostly 10 µM. AID 463193, 2010. hit rate 0.98% among 190,000;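 active means percentage of spot-positive cells more than 3 SD above its plate mean, without a fluorescence outlier flag or 80% toxicity; inconclusive means no clear call, values can overlap the other calls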;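 further: spot-positive cell cutoff set from DMSO-treated cells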
# MT stabilizer: microtubule stabilizers in HeLa cells, primary screen, imaging, high-content imaging | HeLa tubulin immunostaining HCS, 24 h; share of cells brighter than vehicle mean+2SD | % tubulin-high responders, % at 10 µM | hit rate 0.83% among 200,000 | AID 2205, 2009;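 active means plate Z-score above 3 for both tubulin-high and condensed-nucleus cell shares, with cell loss under 80%, at 10 µM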;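 further: anti alpha tubulin signal scored within the nucleus-defined area of each cell; some results filed as inactive read as strong as hits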
# Yfh1-off respiration: enhancers of respiration in Yfh1-depleted yeast, dose response, Friedreich's ataxia, plus single-dose screen (AID 1465); hit rate 0.074% among 220,000; S. cerevisiae Yfh1-off respiration, WST-1 reduction, 72 h; higher fold induction means a stronger effect; fold induction at 50 µM; hits with a dose series show EC50 in µM;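 active means fold induction of absorbance versus untreated yeast above a set limit, then at least 30% activation at any dose in follow-up; inconclusive means repeats straddling the limit, or above it without dose testing; inactive means fold induction below the set limit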;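 further: activators that raise dye reduction in frataxin-depleted yeast; strong numbers were not always called active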
# HEK293 NOD2/NF-kB: NOD2 signaling inhibitors, cell-based, luminescence, uHTS, HEK293 (AID 1566); HEK293 NOD2/NF-kB luciferase reporter, luminescence; higher % means a stronger effect; one-dose inhibition, % at 4 µM; EC50 in µM for titrated hits; hit rate 0.63% among 290,000; in the data active means inhibition above about 50%; further: many of its hits are not listed in these tables
# Dynein transport: inhibitors of GR-EGFP nuclear translocation, primary screen, dynein cargo transport inhibitor project, imaging, high-content, 3617.4 mouse cells; test concentration mostly 20 µM; stimulated with dexamethasone, 1 µM; active compounds read low; z-score, hits read low; hit rate 0.47% among 220,000; AID 1381, 2008;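 active means plate z-score of nuclear minus cytoplasmic receptor signal below a set negative limit, without overly bright fluorescence or cell loss, cut at about -3.5 in these data, passing the limit was not always enough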;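 further: z-score of nuclear minus cytoplasmic ring GR-EGFP intensity difference per well; some compounds called inactive have numbers as strong as hits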
#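 Buffer or medium – tet-free medium with charcoal-stripped serum · Signal – automated 10x imaging of fixed Hoechst-stained cells · Also added – dexamethasone agonist, 1.0 µM final, for 30 min · Incubation – induction 48 h, compound 1 h, agonist 30 min · Read-out – GR-EGFP nuclear translocation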
# WT yeast gro inh: growth inhibition of WT strain, primary screen, mitochondrial fusion inhibitor project, WT and mutant strains, chemical genetic; AID 1362, 2008; mitochondrial fusion phenotypic screen; hit rate 2.1% among 190,000; inhibition, % at 10 µM; in the data active means inhibition above about 58%; tested in S. cerevisiae
# bCat nuc transl: modulators of beta-catenin nuclear translocation, primary screen, imaging, HeLa cells, immunofluorescence, high-content; hit rate 0.3% among 190,000; AID 1665, 2009; nuclear translocation activity, % at 5 µM;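 active means nuclear translocation activity above 50% at 5 µM, with a well cell count of 50 or more; inconclusive means wells under 50 cells across six images, flagged as toxic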;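 further: per-cell ratio of nuclear to cytoplasmic median beta-catenin stain intensity; plate controls were DMSO negative control for no effect and GSK-3 inhibitor IX positive control for full effect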
#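 assay system = human HeLa cells, endogenous beta-catenin | times = compound treatment 24 h, 37°C, 5% CO2 | detection = Anti-beta-catenin immunofluorescence on PFA-fixed, Triton-permeabilized cells, DAPI nuclei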
# Insulin prom up: insulin promoter activators in MIN6 cells, imaging, high-content screening, mouse beta cells; AID 1625, 2009; MIN6 insulin promoter-GFP reporter; active compounds read high; z-score at 5 µM; hit rate 0.3% among 190,000;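 active means z-score above 3 at 5 µM with at least 500 cells counted in the well; inconclusive means wells under 500 cells, flagged as cytotoxic or low count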
# WT yeast gro inh mutant strain: second read-out of WT yeast gro inh, no call of its own (marks repeat the call); inhibition, %; mitochondrial fusion phenotypic screen, mutant strain inhibition
# Dynein transport cytoplasmic EGFP: second read-out of Dynein transport, no call of its own (marks repeat the call); z-score; measured here: cytoplasmic GR-EGFP intensity; active compounds read high
# Dynein transport nuclear GR-EGFP: recorded beside Dynein transport, whose call it bears; z-score; measured here: nuclear GR-EGFP intensity;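 lower value marks the stronger effect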
# Dynein transport cell count: also measured in Dynein transport; calls as there; z-score; measured here: cell count per field
# Insulin prom up cell count: also measured in Insulin prom up; calls as there; cell count; measured here: cytotoxicity, nuclei count;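 total cells summed across four imaged fields per well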
# Hep lipid drop cells 6.5 µM: further read-out of Hep lipid drop, marked with its call; cell count; measured here: cell count, cytotoxicity flag;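 cells counted across two imaged fields per well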
# bCat nuc transl cell count 5 µM: recorded beside bCat nuc transl, whose call it bears; cell count; measured here: cell count, cytotoxicity flag
# MT stabilizer Hoechst-high %: further read-out of MT stabilizer, marked with its call; % Hoechst-high responders; measured here: nuclear condensation Hoechst responders;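 share of cells brighter than vehicle mean plus two SD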
# MT stabilizer cytotoxicity %: recorded beside MT stabilizer, whose call it bears; toxicity, %; measured here: cytotoxicity by cell density;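 0% = mean cell density of plate MIN control wells and 100% = no cells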
# Autophagy mod cell loss 18 h: recorded beside Autophagy mod, whose call it bears; toxicity, %; measured here: cell loss, nuclei count;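 cell loss after 18 h compound exposure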
# Active calls of the source: *; i = inactive; u = inconclusive; x = no result given; + = active, no number.
# Order of values: Hep lipid drop, Hep lipid drop cells 6.5 µM, Autophagy mod, Autophagy mod cell loss 18 h, MT stabilizer, MT stabilizer Hoechst-high %, MT stabilizer cytotoxicity %, Yfh1-off respiration, HEK293 NOD2/NF-kB, Dynein transport, Dynein transport cytoplasmic EGFP, Dynein transport nuclear GR-EGFP, Dynein transport cell count, WT yeast gro inh, WT yeast gro inh mutant strain, bCat nuc transl, bCat nuc transl cell count 5 µM, Insulin prom up, Insulin prom up cell count
- COc1ccc(S(=O)(=O)N/N=C\c2ccc(OC)c(COc3ccc(C)cc3[N+](=O)[O-])c2)cc1
→ 29, 705, i, -11, 3.1, 1.8, 6.7, u, 10%, 0.098, -0.13, 0.19, 0.32, -14, 0, -1.4, 1138, x, x
- CCOc1ccccc1NC(=S)N1CCN(c2nc(-c3cccc(OC)c3)cs2)CC1
→ -2, 603, i, -3, 1.2, 1.7, 3.8, i, -4%, 1.2, -0.22, 0.57, -0.64, -1, -4, -0.4, 1591, -0.27, 1054
- COc1ccc(-c2cc3ccccc3oc2=O)cc1NC(=O)c1ccc(Br)o1
→ -2, 638, i, -1, 3.6, 2.0, 6.5, i, -38%, -0.8, -0.25, -0.6, 1.2, -2, 4, -0.9, 1067, -1.3, 1819
- COc1ccc(Br)cc1CNC(=O)Cc1c(C(=O)O)[nH]c2ccc(Cl)cc12
→ 21, 718, i, 9, 2.7, 1.0, 17, i, 11%, -0.66, -0.34, 0.0079, 0.62, 12, 1, -1.0, 1076, -0.34, 1316
- COC(=O)Oc1cncc(C(=O)O)c1
→ x, x, i, -25, 3.2, 2.1, 6.2, i, 19%, -0.6, -0.17, 0.14, 1.6, -1, -19, -1.4, 821, 0.25, 1102
- N#CCCN1CCN(Cn2c3ccccc3c3ccccc32)CC1
→ x, x, i, 2, 6.7, 3.7, 6.2, i, -9%, -0.61, -0.2, -0.12, 0.42, 13, 16, -2.0, 1134, 0.4, 1098
- O=C(c1cn(-c2ccccc2)nc1-c1ccc(Cl)cc1)N1CCOCC1
→ -2, 643, i, -6, 2.6, 1.9, 0.5, i, 3%, -0.89, -0.2, -0.21, 0.98, -1, -9, -1.0, 645, 0.01, 1242
- Cc1nn(C(=O)c2ccco2)c(C)c1Sc1ccccc1
→ x, x, i, 1, 1.0, 0.7, 5.2, i, 11%, 0.098, -0.22, -0.21, 0.4, 4, -50, 0.1, 1327, -0.78, 1413
- Cc1ccc(Nc2nc(N)nc(CN3CCC(C)CC3)n2)c(C)c1
→ x, x, i, 1, 3.5, 2.0, 2.2, i, x, -0.34, -0.1, -0.021, -0.27, -16, -1, x, x, x, x
- COc1ccc(-c2nnn(CC(=O)N(CCCO)C(C(=O)NC3CCCC3)c3ccncc3)n2)cc1 (stereo not drawn)
→ 13, 759, i, 7, 2.8, 1.2, 1.9, i, 16%, 0.2, -0.081, 0.25, -0.94, 16, -12, -0.7, 1108, -0.06, 1304
- Cc1sc2nc(COC(=O)c3ccc(N4CCCC4)c([N+](=O)[O-])c3)[nH]c(=O)c2c1C
→ -1, 628, i, 4, 6.3, 1.5, 8.5, i, 13%, -0.96, -0.097, -0.39, 0.37, 16, -7, 3.0, 1031, 2.1, 1576
- CC(OC(=O)C12CC3CC(CC(O)(C3)C1)C2)C(N)=O (stereo not drawn)
→ -8, 683, i, -10, 2.3, 2.9, 5.1, i, 4%, 0.42, -0.35, -0.32, 0.51, -7, -9, 0.0, 997, 0.51, 1117
- COC(=O)C1=C(C)NC2=C(C(=O)CC(c3cccs3)C2)C1c1ccsc1 (stereo not drawn)
→ x, x, i, 16, 26*, 23*, 60*, i, 4%, 1.2, 0.45, 0.6, -0.23, -1, 2, -2.8, 1143, 0.68, 1185
- CCOc1ncnc2c1[nH]c1ccccc12
→ 1, 679, x, x, x, x, x, i, -10%, -0.45, -0.072, 0.21, -0.32, x, x, -0.1, 1300, -0.37, 947
- O=c1oc2ccccc2cc1-c1ccccc1
→ 1, 684, i, -11, 3.7, 1.3, 1.2, i, -28%, 0.73, -0.15, 0.63, -0.8, -1, 9, -4.8, 1182, 0.12, 1525
- Cc1csc(NS(=O)(=O)c2cccc([N+](=O)[O-])c2)n1
→ 5, 716, i, 5, 3.0, 1.7, 1.6, i, 5%, 1.5, -0.25, 0.96, -1.2, 3, 4, -0.5, 1584, 0.47, 1602
- CC(C)(C)c1cc(/C=N/O)cc(C(C)(C)C)c1O
→ -3, 715, i, 5, 2.6, 2.9, 3.3, i, 27%, 0.22, -0.28, 1.1, -0.25, 80*, 30*, -0.2, 478, -1.3, 946
- CC(=O)c1ccc(-c2cccs2)s1
→ 0, 670, i, 2, 1.8, 1.9, 0.3, i, 1%, -0.073, -0.37, -0.2, 0.46, 2, -3, 1.1, 1069, -0.53, 1248
- COc1ccc(CN2CCNC(=O)C2CC(=O)N(C)Cc2ccncn2)c(OC)c1 (stereo not drawn)
→ -8, 736, i, -43, 3.0, 2.8, 3.1, i, -18%, 0.73, -0.3, 0.48, -0.52, 1, 8, 5.2, 900, 0.07, 1451
- COc1ccc(-c2c(C)n([O-])c(C)c(C)[n+]2=O)cc1
→ 9, 754, i, -14, 1.9, 1.3, 6.8, i, 4%, -0.26, -0.2, 0.057, 0.36, -3, 5, x, x, 0.28, 977
- O=[N+]([O-])c1ccc(Cl)c(S(=O)(=O)N2CCCCCC2)c1
→ -5, 661, i, -3, 3.2, 3.6, 7.1, i, 5%, -0.077, -0.24, -0.0018, -0.6, -1, 2, 0.0, 513, -0.25, 1201
- CC(C)(C)c1ccc(C(=O)N2CCNCC2)cc1
→ -36, 757, i, -7, 1.2, 1.2, 7.5, i, -4%, 0.72, -0.24, 0.47, -0.074, -4, 11, -1.3, 1175, 0.92, 960
- Cc1ccc(NC(=O)c2ccccc2[N+](=O)[O-])nc1
→ 1, 686, i, 8, 6.9, 2.2, 3.8, i, 4%, 0.44, -0.072, -0.12, -0.22, -2, -16, -1.7, 489, -0.14, 1113
- CCOC(=O)c1c2ccc(OCC(=O)N/N=C/c3ccc(Cl)cc3)cc2n2ccccc12
→ x, x, +, 2.8*, 15, 44, 30, x, 12%, -3.8, 16, 0.71, 1.2, 0, -24, -1.5, 1393, 1.6, 1642
- CCOC(=O)NN1C(=O)c2ccccc2NC1(C)C
→ 6, 708, i, 13, 3.6, 1.5, 2.6, i, 4%, -0.19, 0.57, 0.022, 0.1, 9, 0, -0.5, 493, x, x
- CC(=O)Oc1c(S(=O)(=O)c2ccc(C)cc2)c(C)nn1-c1ccccc1
→ x, x, i, 0, 3.1, 2.7, 7.8, i, 17%, 1.3, -0.21, 0.7, -1.1, 8, 7, -0.7, 1343, -0.36, 1717
- COC(CNC(=O)C(=O)NCC1OCCN1C(=O)c1ccc(Cl)cc1)OC (stereo not drawn)
→ 0, 767, i, 6, 2.7, 1.5, 4.8, i, 23%, 1.3, -0.083, 1.8, -1.6, 6, 4, -3.2, 560, -0.14, 1171
- CCCn1c(=O)n(C)c(=O)c2c(SCc3cc(C(C)=O)ccc3OCC)nc(C3CC3)nc21
→ x, x, i, -6, 2.6, 1.7, 12, i, x, -2.3, 4, -0.095, 0.53, x, x, x, x, x, x
- COc1cc(CNC(C)(C)CO)cc(Br)c1OCc1ccc(Cl)cc1
→ 2, 612, i, 3, 3.4, 4.5, 6.1, i, -13%, -0.22, -0.27, -0.026, 0.2, 41, 17, 3.0, 404, -0.5, 1151
- COC(=O)c1sccc1NC(=O)NC1CCCCC1
→ -6, 672, i, 34, 6.9, 3.8, 0.9, i, 5%, -0.25, -0.29, 0.23, -0.49, -1, -7, -0.3, 1033, -0.06, 1259
- O=C(O)c1ccccc1NS(=O)(=O)c1ccc2c3c(cccc13)C(=O)N2
→ 17, 761, i, 1, 3.9, 1.6, 4.4, i, 0%, 0.79, -0.25, 0.96, -0.66, 6, 24, 0.4, 1192, 0.61, 1306
- Cc1cccc(C)c1NC(=S)N/N=C/c1ccc(C(=O)O)cc1
→ -18, 729, x, x, x, x, x, i, 15%, 1.4, -0.2, 0.52, -0.69, x, x, -0.6, 1354, 0.15, 997
- COc1ccc(S(=O)(=O)N(C)c2ccc(C(=O)N3CCOCC3)cc2)cc1
→ 10, 703, i, 0, 2.3, 0.4, 26, i, 3%, -0.16, -0.28, -0.075, 0.11, 0, 4, x, x, 0.21, 1178
- COc1ccc(/C=C/C(=O)Nc2ccccc2Cl)cc1S(=O)(=O)N1CCOCC1
→ 27, 696, x, x, x, x, x, i, 16%, -0.12, -0.77, 0.12, 0.00066, x, x, 0.2, 1233, -0.96, 1246
- Cc1ccc(Cn2c(=O)n(CCC(=O)NCc3ccc4c(c3)OCO4)c(=O)c3ccccc32)cc1
→ -23, 756, i, -1, 3.7, 2.3, 6.0, i, 1%, 0.11, -0.12, 0.37, 0.46, 11, 10, -7.1, 1157, -0.01, 976
- CNS(=O)(=O)c1ccc(NC(=O)c2nc3nc(C)cc(C(F)F)n3n2)cc1
→ -3, 791, i, -6, 1.9, 1.3, 7.8, i, 21%, -0.62, -0.056, 0.074, 0.31, 23, 23, x, x, -0.65, 929

# Some of the compounds tested; the hit share may differ from the screen's.
